OX1R antag-1 = OX1R (human) antagonism; inhibition, % at 6.6 µM; OX1R-expressing cells, FRET antagonist read-out; AID 485270; hit rate 1.8% among 330,000; O43613; in the data active = inhibition mostly above about 38%, no sharp cut-off; inactive = mostly below about 40%;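 note: 0% = agonist challenge alone and 100% = reference antagonist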
Target sequence (O43613 whole entry, looked up): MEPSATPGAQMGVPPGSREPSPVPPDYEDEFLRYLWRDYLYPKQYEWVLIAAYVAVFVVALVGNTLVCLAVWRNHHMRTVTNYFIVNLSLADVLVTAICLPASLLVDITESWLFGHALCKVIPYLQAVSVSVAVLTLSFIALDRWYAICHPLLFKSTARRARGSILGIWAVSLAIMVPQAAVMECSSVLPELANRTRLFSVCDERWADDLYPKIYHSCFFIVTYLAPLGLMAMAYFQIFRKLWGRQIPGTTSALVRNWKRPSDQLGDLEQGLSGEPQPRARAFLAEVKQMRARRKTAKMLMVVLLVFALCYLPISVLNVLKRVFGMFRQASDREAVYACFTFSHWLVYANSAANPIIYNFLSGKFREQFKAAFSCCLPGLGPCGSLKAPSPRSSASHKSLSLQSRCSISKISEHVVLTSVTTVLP
STK33 kinase inh = blocks human STK33 kinase activity; inhibition, % at 10 µM; purified STK33, MBP phosphorylation, ADP-Glo luminescence; hit rate 0.073% among 320,000; Q9BYT3;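 active = inhibition at or above 25%, using the most active replicate where run in duplicate; inactive = inhibition below 25%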
Target sequence (Q9BYT3 whole entry, looked up): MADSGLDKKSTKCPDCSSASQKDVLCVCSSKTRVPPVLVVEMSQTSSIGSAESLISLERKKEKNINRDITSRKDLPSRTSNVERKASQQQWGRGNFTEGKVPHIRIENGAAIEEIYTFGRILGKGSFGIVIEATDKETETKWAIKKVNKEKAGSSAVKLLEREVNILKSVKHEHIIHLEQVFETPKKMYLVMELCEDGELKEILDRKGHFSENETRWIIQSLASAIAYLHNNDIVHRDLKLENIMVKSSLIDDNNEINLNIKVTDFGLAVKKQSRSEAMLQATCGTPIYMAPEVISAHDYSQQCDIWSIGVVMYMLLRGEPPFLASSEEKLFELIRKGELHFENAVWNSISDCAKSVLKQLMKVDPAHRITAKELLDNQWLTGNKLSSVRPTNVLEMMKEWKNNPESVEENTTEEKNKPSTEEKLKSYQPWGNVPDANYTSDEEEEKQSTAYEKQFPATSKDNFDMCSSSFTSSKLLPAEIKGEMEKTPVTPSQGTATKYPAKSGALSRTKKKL
OX1R antag-2 = human HCRTR1 antagonism; hit rate 0.43% among 330,000; AID 434989; CHO/OX1R cells, Fluo-8 calcium fluorescence, orexin A; O43613; inhibition, % at 5 µM;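 active = inhibition above its plate's threshold, mean inhibition of all tested compounds on the plate plus 3 SD, cut at about 37% in these data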;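 note: 0% = orexin A challenge wells and 100% = SB-334867-A antagonist wells; not every result past the cut was called active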
* = called active by the depositor.

Start of the listing, in advance:
For CCOC(=O)CN(C(=O)Cn1nnc(-c2ccc(C)cc2)n1)C(CC)C(=O)NC1CCCC1 (configuration not stated) the results were OX1R antag-1 1.9, STK33 kinase inh -0.3 and OX1R antag-2 -11.2.
Screening CC(C)(C)c1ccc(S(=O)(=O)NCC(=O)N2CCCC2)cc1 returned OX1R antag-1 0.4, STK33 kinase inh -3.0 and OX1R antag-2 -22.6.
CCCCC(CCC(=O)O)(C(=O)OCC)c1csc(N)n1 (configuration not stated) was read as OX1R antag-1 23.1, STK33 kinase inh 2.5 and OX1R antag-2 -2.4.
For O=C(NCC1CCCO1)c1cc(-c2ccncc2)nc2ccc(S(=O)(=O)N3CCOCC3)cc12 (configuration not stated) the results were OX1R antag-1 44.2, STK33 kinase inh 0.5 and OX1R antag-2 -4.2.
Screening CCOCCCNS(=O)(=O)c1ccc(NC(=O)c2ccc([N+](=O)[O-])cc2Cl)cc1 returned OX1R antag-1 29.7, STK33 kinase inh -1.0 and OX1R antag-2 -5.7.
O=C(NNC(=O)c1ccc([N+](=O)[O-])cc1C(=O)O)c1ccncc1 was read as OX1R antag-1 -0.2, STK33 kinase inh 0.1 and OX1R antag-2 8.3.

The listing, previewed entries included:
For CCOC(=O)CN(C(=O)Cn1nnc(-c2ccc(C)cc2)n1)C(CC)C(=O)NC1CCCC1 (configuration not stated) the results were OX1R antag-1 1.9, STK33 kinase inh -0.3 and OX1R antag-2 -11.2.
Screening CC(C)(C)c1ccc(S(=O)(=O)NCC(=O)N2CCCC2)cc1 returned OX1R antag-1 0.4, STK33 kinase inh -3.0 and OX1R antag-2 -22.6.
CCCCC(CCC(=O)O)(C(=O)OCC)c1csc(N)n1 (configuration not stated) was read as OX1R antag-1 23.1, STK33 kinase inh 2.5 and OX1R antag-2 -2.4.
For O=C(NCC1CCCO1)c1cc(-c2ccncc2)nc2ccc(S(=O)(=O)N3CCOCC3)cc12 (configuration not stated) the results were OX1R antag-1 44.2, STK33 kinase inh 0.5 and OX1R antag-2 -4.2.
Screening CCOCCCNS(=O)(=O)c1ccc(NC(=O)c2ccc([N+](=O)[O-])cc2Cl)cc1 returned OX1R antag-1 29.7, STK33 kinase inh -1.0 and OX1R antag-2 -5.7.
O=C(NNC(=O)c1ccc([N+](=O)[O-])cc1C(=O)O)c1ccncc1 was read as OX1R antag-1 -0.2, STK33 kinase inh 0.1 and OX1R antag-2 8.3.
Screening O=C(NCCN1C(=O)S/C(=C\c2cccnc2)C1=O)C1=NN(c2ccccc2)C(=O)CC1 returned OX1R antag-1 10.9, STK33 kinase inh -0.8 and OX1R antag-2 -19.5.
`Cc1c(C(=O)OCC(=O)N(C)Cc2ccc(Cl)cc2)oc2ccccc12` gave OX1R antag-1 53.3*, STK33 kinase inh 0.2 and OX1R antag-2 26.8.
Screening COc1ccccc1NC(=O)CSc1nnc(Cc2cccs2)n1C returned OX1R antag-1 23.1, STK33 kinase inh 0.0 and OX1R antag-2 -34.2.
CCc1cccc(NS(=O)(=O)c2ccc3c(c2)N(C)CCO3)c1 was read as OX1R antag-1 32.0, STK33 kinase inh -0.3 and OX1R antag-2 -5.8.
Screening Cc1nc2nc[nH]n2c(=O)c1CCOC(=O)c1c(F)cccc1F returned OX1R antag-1 24.9, STK33 kinase inh -0.8 and OX1R antag-2 -14.4.
`OCc1ccccc1SSc1ccccc1CO` gave OX1R antag-1 2.6, STK33 kinase inh -0.3 and OX1R antag-2 -10.2.
`Cc1ccccc1C(=O)N1CCC(C(=O)N(C)CC(=O)Nc2cccc(F)c2)CC1` gave OX1R antag-1 12.8, STK33 kinase inh -0.8 and OX1R antag-2 0.9.
Screening Cc1sc(N2C(=O)C3C4C=CC(C4)C3C2=O)c(C#N)c1C (configuration not stated) returned OX1R antag-1 8.4, STK33 kinase inh -0.7 and OX1R antag-2 -13.2.
Nn1c(Cc2cccc3ccccc23)nnc1SCC(=O)NCC1CCCO1 (configuration not stated) was read as OX1R antag-1 9.0, STK33 kinase inh 0.5 and OX1R antag-2 -18.9.
For O=C(O)CCCn1cc(NC(=O)c2cccc(F)c2)cn1 the results were OX1R antag-1 2.8, STK33 kinase inh 1.8 and OX1R antag-2 1.1.
Screening O=C(c1cccc(Cl)c1)C1CCCN(S(=O)(=O)c2ccccc2)C1 (configuration not stated) returned OX1R antag-1 28.2, STK33 kinase inh 1.3 and OX1R antag-2 -27.3.
Screening CCOC(=O)C1=C(O)/C(=C\c2ccc(CNC(=O)C(=O)Nc3ccccc3)o2)N=C1C returned OX1R antag-1 24.4, STK33 kinase inh -1.7 and OX1R antag-2 -10.1.
Screening COCCNC(=S)N1CCc2cc(OC)c(OC)cc2C1COc1ccc(C(C)C)cc1 (configuration not stated) returned OX1R antag-1 25.7, STK33 kinase inh 1.3 and OX1R antag-2 -9.5.
`Cc1c(C#N)c2ccccc2n1CC(=O)N1CCCC1` gave OX1R antag-1 7.4, STK33 kinase inh 0.9 and OX1R antag-2 -18.2.
Screening COc1cc(C(NC(C)=O)NC(C)=O)ccc1OCc1ccccc1 returned OX1R antag-1 -1.2, STK33 kinase inh -4.5 and OX1R antag-2 -6.7.
Screening Cc1cccn2c(=O)c3cc(S(=O)(=O)c4ccccc4)c(=N)n(Cc4ccco4)c3nc12 returned OX1R antag-1 31.1, STK33 kinase inh 0.6 and OX1R antag-2 -27.4.
For O=C(CCC(=O)OCC(=O)c1ccccc1)Nc1cccc(Cl)c1 the results were OX1R antag-1 9.8, STK33 kinase inh 0.8 and OX1R antag-2 -8.1.
For CCOC(=O)c1ccc(NCc2cccnc2)cc1 the results were OX1R antag-1 11.0, STK33 kinase inh -1.0 and OX1R antag-2 -5.6.
CCOC(=O)C1C(=O)NC(c2ccccc2)=NC1c1ccc(O)c(OC)c1 (configuration not stated) was read as OX1R antag-1 8.6, STK33 kinase inh 0.4 and OX1R antag-2 -14.6.
Screening CCOc1ccccc1NC(=O)c1csc(C)c1C returned OX1R antag-1 27.8, STK33 kinase inh 1.0 and OX1R antag-2 -27.5.
`Cc1ccc(CCNC(=O)c2cc(S(=O)(=O)N3CCCC3)cn2C)cc1` gave OX1R antag-1 2.0, STK33 kinase inh 2.0 and OX1R antag-2 -10.1.
COc1ccc(C(=O)OCC(=O)NCCCc2ccccc2)cc1[N+](=O)[O-] was read as OX1R antag-1 16.6, STK33 kinase inh -1.0 and OX1R antag-2 -28.5.
`CSc1ccc(CCNC(=O)CCc2nnc3ccc(N4CCOCC4)nn23)cc1` gave OX1R antag-1 4.3, STK33 kinase inh -0.4 and OX1R antag-2 0.2.
For Cn1c(NNC(=O)CCC2CCCCC2)cc(=O)n(C)c1=O the results were OX1R antag-1 19.2, STK33 kinase inh -0.4 and OX1R antag-2 -7.3.
Screening COc1cc(NC(=O)c2cc(-c3cccnc3)nc3ccc(Br)cc23)cc(OC)c1 returned OX1R antag-1 24.2, STK33 kinase inh -1.9 and OX1R antag-2 -22.9.
Screening Cc1ccnc2nc(C(=O)NCCc3ccc(F)cc3)nn12 returned OX1R antag-1 5.0, STK33 kinase inh 0.2 and OX1R antag-2 3.8.
For Cc1cc(C)cc(OCC(=O)Nc2ccccc2C(=O)NCc2ccco2)c1 the results were OX1R antag-1 21.0, STK33 kinase inh -0.1 and OX1R antag-2 -14.7.
`COc1ccc(CCNC(=O)C2CCN(S(=O)(=O)c3ccc(C)cc3)CC2)cc1` gave OX1R antag-1 4.7, STK33 kinase inh -0.7 and OX1R antag-2 -9.6.
`O=C(C[n+]1cccc2ccccc21)c1ccc(NC(=O)c2ccccc2)cc1` gave OX1R antag-1 37.0, STK33 kinase inh 2.5 and OX1R antag-2 -26.2.
Screening O=C(OCC1OC(n2ccc(=O)[nH]c2=O)C(O)C1OC(=O)c1ccccc1)c1ccccc1 (configuration not stated) returned OX1R antag-1 17.6, STK33 kinase inh -0.3 and OX1R antag-2 -23.3.
Screening COc1cc2c(cc1OC)C(C)N(C(=O)/C=C/c1cc(OC)c(OC)c(OC)c1)CC2 (configuration not stated) returned OX1R antag-1 9.6, STK33 kinase inh -0.2 and OX1R antag-2 -37.2.
Screening CC(=O)CC(=O)NC(=NC1CCCCC1)Nc1nc(C)cc(C)n1 returned OX1R antag-1 16.3, STK33 kinase inh 0.1 and OX1R antag-2 -7.0.
O=C(CNC(=O)c1cccc(F)c1)OCC(=O)N1CCCc2ccccc21 was read as OX1R antag-1 28.9, STK33 kinase inh 3.1 and OX1R antag-2 -27.0.
For O=C(NCc1ccco1)C(c1ccc(F)cc1)N(C(=O)Cc1cccs1)c1cccnc1 (configuration not stated) the results were OX1R antag-1 9.1, STK33 kinase inh -0.6 and OX1R antag-2 -33.1.
Cc1ccc(CN2CCN(/N=C/c3cccnc3)CC2)cc1 was read as OX1R antag-1 14.0, STK33 kinase inh 2.7 and OX1R antag-2 -8.6.
For O=C(c1ccc2c(=O)n3c(nc2c1)CCCCC3)N1CCN(c2ccc(Cl)cc2)CC1 the results were OX1R antag-1 -10.7, STK33 kinase inh -0.1 and OX1R antag-2 -36.9.
`Cc1cc(NC(=O)c2cc(-c3ccccn3)nc3c(Cl)cccc23)no1` gave OX1R antag-1 27.8, STK33 kinase inh -0.2 and OX1R antag-2 -6.8.
For Cn1c(SCC(=O)NC2CCCC2)nc2c(c1=O)SCC2 the results were OX1R antag-1 4.4, STK33 kinase inh -0.5 and OX1R antag-2 -17.8.
Cc1ccccc1/C=C1\Oc2ccccc2C1=O was read as OX1R antag-1 2.5, STK33 kinase inh 0.5 and OX1R antag-2 23.0.
Screening Cc1ccc(C)c2[nH]c(=O)c(CN(Cc3cccs3)C(=S)NCc3ccco3)cc12 returned OX1R antag-1 4.4, STK33 kinase inh -0.6 and OX1R antag-2 -19.4.
Screening Cc1ccc(/C=N/NC(=O)C2(O)c3ccccc3-c3ccccc32)o1 returned OX1R antag-1 13.4, STK33 kinase inh -1.3 and OX1R antag-2 -1.6.
Cc1onc(-c2ccccc2)c1C(=O)OCC(=O)NC(=O)c1ccccc1 was read as OX1R antag-1 24.9, STK33 kinase inh -1.5 and OX1R antag-2 -20.5.
Screening Cc1cccn2c(=O)c3cc(C(=O)NCCCN4CCCC4=O)n(C)c3nc12 returned OX1R antag-1 6.7, STK33 kinase inh -6.0 and OX1R antag-2 -19.1.
`O=C(Cc1ccccc1)NC(Nc1cccc2ccccc12)C(Cl)(Cl)Cl` (configuration not stated) gave OX1R antag-1 23.7, STK33 kinase inh 0.7 and OX1R antag-2 5.0.
COc1ccc(NC(=O)c2cc3ccccc3cc2OC)cc1 was read as OX1R antag-1 25.1, STK33 kinase inh 0.8 and OX1R antag-2 -20.9.
`Cc1ccc(C(=O)NC2CCS(=O)(=O)C2)cc1S(=O)(=O)N1CCOCC1` (configuration not stated) gave OX1R antag-1 9.6, STK33 kinase inh -2.2 and OX1R antag-2 -14.2.
For Cn1cc([N+](=O)[O-])c(C(=O)Nc2ccn(Cc3c(F)c(F)cc(F)c3F)n2)n1 the results were OX1R antag-1 13.8, STK33 kinase inh -0.3 and OX1R antag-2 -4.3.
`COc1ccc(OC)c(C2C3CN(C(C)C)CC=C3C(C#N)=C(N)C2(C#N)C#N)c1` (configuration not stated) gave OX1R antag-1 30.1, STK33 kinase inh 0.8 and OX1R antag-2 -17.1.
For O=C(CC1NCCN(Cc2ccccc2)C1=O)Nc1ccc(Cl)cc1 (configuration not stated) the results were OX1R antag-1 16.6, STK33 kinase inh -1.1 and OX1R antag-2 -26.7.
CN1CCN(C(=O)CCc2nc3ccccc3n2-c2ccccc2)CC1 was read as OX1R antag-1 -4.0, STK33 kinase inh 0.3 and OX1R antag-2 -28.6.
CCOC(=O)Cc1nnc(NC(=O)CSc2nnc3c4ccccc4n(C)c3n2)s1 was read as OX1R antag-1 15.8, STK33 kinase inh 0.7 and OX1R antag-2 -23.6.
For CN(Cc1ccccc1)C(=O)COC(=O)CCC(=O)c1ccc(Cl)cc1 the results were OX1R antag-1 7.2, STK33 kinase inh -0.4 and OX1R antag-2 -26.1.
`Cc1cccc(N=c2c([N+](=O)[O-])nn(-c3ccc(Cl)cc3)n2O)c1` gave OX1R antag-1 20.6, STK33 kinase inh -0.1 and OX1R antag-2 -14.2.
CCOc1ccc(NC(=O)CSc2ccc(-c3cccnc3)nn2)cc1 was read as OX1R antag-1 21.0, STK33 kinase inh -1.6 and OX1R antag-2 -24.1.
Screening O=C(NCc1ccc(-c2csnn2)cc1)C1CC1 returned OX1R antag-1 2.5, STK33 kinase inh 0.1 and OX1R antag-2 -6.9.
For Nc1nnc(SCC(=O)Nc2ccc(Cl)c(C(=O)O)c2)s1 the results were OX1R antag-1 12.5, STK33 kinase inh -0.5 and OX1R antag-2 -3.3.
O=C(CSc1nnc(CNc2cccc(C(F)(F)F)c2)n1Cc1ccco1)NCc1ccco1 was read as OX1R antag-1 29.4, STK33 kinase inh -1.6 and OX1R antag-2 -13.8.
Screening COc1ccc(NC(=O)COC(=O)CNS(=O)(=O)c2ccc(F)c(F)c2F)cc1OC returned OX1R antag-1 15.5, STK33 kinase inh -0.4 and OX1R antag-2 -14.2.
For CCOc1ccc(S(=O)(=O)N2CCCC(C(=O)NCc3ccncc3)C2)cc1Cl (configuration not stated) the results were OX1R antag-1 29.7, STK33 kinase inh 0.5 and OX1R antag-2 -31.6.
COc1ccc(S(=O)(=O)N2CCN(C(=O)N3CCOCC3)C2C)cc1 (configuration not stated) was read as OX1R antag-1 12.5, STK33 kinase inh 4.3 and OX1R antag-2 -3.0.
For CCOC(=O)CCNCc1ccc(OC)c(OC)c1 the results were OX1R antag-1 8.1, STK33 kinase inh -0.2 and OX1R antag-2 -16.1.
Screening N#Cc1ccccc1NC(=O)COC(=O)CN1C(=O)C2CCCCC2C1=O (configuration not stated) returned OX1R antag-1 3.3, STK33 kinase inh 0.5 and OX1R antag-2 -8.0.
Screening COc1ccc(CNC(=O)C2CCCN2C(=O)NCc2ccccc2)cc1 (configuration not stated) returned OX1R antag-1 5.5 and OX1R antag-2 -18.2.
Screening O=C(COc1ccccc1)Nc1nccs1 returned OX1R antag-1 1.1, STK33 kinase inh 2.4 and OX1R antag-2 6.9.
